FXIa mix inh – factor XIa (human) inhibition, mixture screen; inhibition, % at 5 µM; 62,000 compounds, 0.19% hits; purified FXIa, fluorogenic substrate, pooled mixtures; P03951;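 also: each value is inhibition by a whole ten-compound pool holding the compound; 0% = enzyme with no mixture and 100% = wells lacking enzyme; strong numbers were not always called active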
AP complement – orthogonal test for alternative complement pathway inhibitors. Human serum alternative complement pathway, LPS-coated ELISA, C3 deposition; tested in compound mixtures. AID 1235. inhibition, % at 5 µM. 62,000 compounds, 0.08% hits;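 active = inhibition above 30% in each of the two pooled mixtures holding the compound, so the lower value exceeds 30%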;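 also: 0% = serum in Mg-EGTA without compound and 100% = EDTA serum blank; some compounds past the cut are filed as inactive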
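Medium: diluted human serum in Mg2+-EGTA GVB++. Assay system: human serum complement alternative pathway, C3 deposition onto LPS. Also added: Plate-bound LPS. Technique: Anti-C3 ELISA, OD 450 nm. Measure: percent inhibition. Incubation: 1 h at 37 °C. Dosing: 5 µM each compound, pools of ten, 50 µM per pool.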
CatB mixtures – inhibitors of human cathepsin B in compound mixtures | P07858 | Purified cathepsin B, AMC dipeptide fluorescence | inhibition, %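 (ten-compound pools at 5 µM per compound and 50 µM total)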 | 62,000 compounds, 0.06% hits | AID 488; in the data active = inhibition above about 22%, passing the limit was not always enough;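 also: 0% = enzyme without compound and 100% = no enzyme blank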
FXIIa inh mix – factor XIIa (human) inhibition, mixture screen; inhibition, % at 5 µM; AID 684; P00748; purified FXIIa, fluorogenic substrate, pooled mixtures; 62,000 compounds, 0.2% hits;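 also: 0% = enzyme without compound and 100% = no enzyme blank; some results filed as inactive read as strong as hits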
CatL block – blocks human cathepsin L protease activity. P07711. purified cathepsin L, fluorogenic substrate, fluorescence. inhibition, %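 (tested at 10 µM)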. 58,000 compounds, 0.17% hits. AID 460; in the data active = inhibition above about 45%;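 also: 0% = enzyme with no compound and 100% = no enzyme blank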
CatG inh – blocks human cathepsin G enzyme activity; purified enzyme, AMC-tetrapeptide fluorescence, pooled mixtures; inhibition, % at 5 µM (by protocol); 62,000 compounds, 0.2% hits; AID 581;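 active = inhibition above 20% in each of the two mixture wells holding the compound; inactive = inhibition of 20% or less in either well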;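 also: 0% = enzyme control without mixture and 100% = blank lacking enzyme; strong numbers were not always called active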
CatB inh – blocks human cathepsin B protease activity | purified cathepsin B, fluorogenic substrate, fluorescence | inhibition, %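 (tested at 10 µM)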 | 63,000 compounds, 0.1% hits; in the data active = inhibition above about 21%;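 also: 0% = enzyme with no compound and 100% = no enzyme blank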
C1s inh – human complement C1s inhibition | mean inhibition % of two 10-compound mixtures (hits give high values), % at 5 µM (by protocol) | P09871 | purified C1s, fluorogenic AMC substrate, pooled mixtures | 62,000 compounds, 0.16% hits | AID 538;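 active = inhibition above 20% in each of the two 10-compound mixture wells holding the compound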;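 also: 0% = enzyme wells lacking compound mixture and 100% = no-enzyme blank wells; some compounds called inactive have numbers as strong as hits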
Target sequence (P09871 16-437 limits assumed): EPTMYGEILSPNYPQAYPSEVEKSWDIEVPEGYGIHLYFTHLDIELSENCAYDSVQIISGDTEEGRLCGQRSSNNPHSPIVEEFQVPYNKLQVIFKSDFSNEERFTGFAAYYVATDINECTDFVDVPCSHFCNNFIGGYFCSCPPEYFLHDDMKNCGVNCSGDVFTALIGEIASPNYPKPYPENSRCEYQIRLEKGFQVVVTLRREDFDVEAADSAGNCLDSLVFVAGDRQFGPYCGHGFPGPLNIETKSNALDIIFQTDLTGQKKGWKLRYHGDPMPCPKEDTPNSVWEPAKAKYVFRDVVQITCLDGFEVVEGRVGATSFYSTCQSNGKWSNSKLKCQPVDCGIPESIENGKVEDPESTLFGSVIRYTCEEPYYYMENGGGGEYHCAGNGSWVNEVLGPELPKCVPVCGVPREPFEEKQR
Target sequence (P09871 438-688 limits assumed): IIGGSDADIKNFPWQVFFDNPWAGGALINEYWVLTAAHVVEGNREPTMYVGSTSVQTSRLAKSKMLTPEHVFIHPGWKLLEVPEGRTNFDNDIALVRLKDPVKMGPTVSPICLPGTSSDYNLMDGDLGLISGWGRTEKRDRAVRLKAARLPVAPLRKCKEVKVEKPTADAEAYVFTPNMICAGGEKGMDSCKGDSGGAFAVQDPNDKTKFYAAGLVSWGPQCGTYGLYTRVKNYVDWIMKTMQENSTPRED
CatS block – inhibitors of human cathepsin S. P25774. recombinant cathepsin S, AMC dipeptide fluorescence, pooled mixtures. inhibition, %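 (tested at 5 µM per compound within 10-compound mixtures)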. 62,000 compounds, 0.06% hits; in the data active = inhibition above about 32%, passing the limit was not always enough;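 also: 0% = enzyme without compound and 100% = blank without enzyme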
Target sequence (P25774 115-331 limits assumed): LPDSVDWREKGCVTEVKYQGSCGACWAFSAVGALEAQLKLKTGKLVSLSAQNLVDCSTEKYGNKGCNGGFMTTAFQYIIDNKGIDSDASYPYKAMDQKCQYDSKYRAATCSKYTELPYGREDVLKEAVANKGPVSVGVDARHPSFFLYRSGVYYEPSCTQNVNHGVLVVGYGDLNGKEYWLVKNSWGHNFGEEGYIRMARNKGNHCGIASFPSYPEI
Starred values were filed as active, the others as inactive; · = not tested or not shown. Rule as the data show it, unless noted: active = inhibition above about 20% (passing the limit was not always enough); inactive = the rest.

cpd	Structure	FXIa mix inh	AP complement	CatB mixtures	FXIIa inh mix	CatL block
1	O=C(O)CCCNS(=O)(=O)c1ccc(F)cc1	9	13	-1	1	20
2	CCn1c(COc2ccccc2OC)nnc1SCC#N	3	2	0	-5	-1
3	Clc1ccc(-c2nnc3sc(-c4ccc(Br)o4)nn23)c(Cl)c1	-2	5	-4	3	14
4	CCOC(=O)C1[C@H]2C(=O)N(CCCOC)C[C@]23C=C[C@H]1O3 (some centres undefined)	-7	3	-1	-15	21
5	CSc1ccccc1NC(=O)CN(Cc1ccc(Cl)cc1)S(C)(=O)=O	7	-5	4	3	13
6	COc1ccc(OC)c(C2/C(=C(\O)c3c(C)nc4ccccn34)C(=O)C(=O)N2CCCN(C)C)c1 (centres undefined)	2	20	-2	-2	15
7	CCCC(=O)Nc1cc(-c2nnc(OC)c3ccccc23)ccc1N1CCOCC1	5	4	-1	2	0
8	COc1ccc(OCC(=O)Nc2ccc(N3CCOCC3)cc2)cc1	7	10	-1	-29	10
9	C#CCOC(=O)CCC(=O)NCCc1ccccc1	3	-11	7	-8	10
10	N#CC(C(=O)O)=C1CCCC1	4	23	-7	-16	-1
11	Cc1ccc(CNC(=O)c2sccc2-n2cccc2)cc1	8	22	4	2	4
12	COc1ccc(N2CSC3=C(C#N)C(c4cc(OC)c(OC)cc4OC)CC(=O)N3C2)c(OC)c1 (centres undefined)	2	3	0	13	16
13	Cc1cc2nn(-c3cccc4ccccc34)nc2cc1N	8	13	0	-6	·
14	CCC(CC)C(=O)N(c1ccc(F)cc1)C1C=CS(=O)(=O)C1 (centres undefined)	11	1	7	2	11
15	CCCS(=O)(=O)N1CCC(C(=O)NCCN2CCC(Cc3ccccc3)CC2)CC1	8	11	1	4	4

cpd	CatG inh	CatB inh	C1s inh	CatS block
1	0	0	3	9
2	3	0	-11	4
3	7	-1	-9	-5
4	7	5	-6	1
5	-7	4	0	14
6	8	0	-5	12
7	4	0	-1	-2
8	-2	4	2	-2
9	-12	9	-15	9
10	-1	-3	-3	-6
11	9	4	12	-1
12	1	2	0	6
13	-1	-2	-10	-9
14	0	-2	-28	5
15	9	6	13	-12

(cont.)
cpd	Structure	FXIa mix inh	AP complement	CatB mixtures	FXIIa inh mix	CatL block
16	COc1ccc(Cn2c(CCC(=O)O)nc3cccnc32)cc1	1	9	1	5	30
17	Cc1ccc(S(=O)(=O)N(Cc2ccccc2)Cc2ccco2)cc1	-1	3	0	-27	·
18	O=c1c(N2CCCCC2)coc2ccccc12	-1	19	3	-14	3
19	O=C(c1csc2c1CCCCC2)N1CCN(c2ncccn2)CC1	-2	7	-4	8	-3
20	Cc1ccc(C(=O)NCc2ccc3c(c2)OCO3)cc1S(=O)(=O)N1CCCCC1	7	-5	5	3	-1
21	Cc1ccc(S(=O)(=O)N2CCN(c3nc(C(C)C)c4c(c3C#N)CC(C)(C)OC4)CC2)cc1	4	0	-1	2	1
22	O=C(NCCN1CCOCC1)c1cc(-c2ccc(Br)cc2)on1	-4	2	0	6	13
23	Cc1nc(NC(C)C(=O)O)c2nc(C)oc2n1 (centres undefined)	-35	-8	-13	1	12
24	CCN(CC)Cc1nc2c(c(=O)[nH]1)C1(CCCCC1)Cc1ccccc1-2	0	3	2	9	9
25	O=C1CC(c2ccco2)Cc2nc(N3CCN(Cc4ccc5c(c4)OCO5)CC3)ncc21 (centres undefined)	12	7	-1	-3	17
26	COc1cc(-c2csc(C)n2)ccc1O	1	-9	1	3	14
27	COC(=O)c1cn(NC(=O)c2cnccn2)c(=O)c2ccccc12	0	1	0	-4	9
28	Cc1ccc(C)c(NS(=O)(=O)c2ccc(OCC(=O)NCc3ccco3)cc2)c1	2	-8	2	2	15
29	Cn1cccc1Cc1nnc(SCC(=O)Nc2ccccc2F)n1CCc1ccccc1	14	19	-4	1	-15
30	O=C(COc1ncnc2ccccc12)N1CCOCC1	6	5	6	-2	12

cpd	CatG inh	CatB inh	C1s inh	CatS block
16	7	4	1	5
17	1	-4	4	10
18	8	1	-7	-4
19	-3	1	-44	-6
20	0	7	1	7
21	13	2	-16	-5
22	9	1	-16	-6
23	-29	6	-82	-12
24	13	3	-1	-1
25	1	2	0	4
26	1	4	-2	14
27	2	-3	5	2
28	7	0	10	1
29	-1	-5	0	1
30	15	0	16	-5

Of the compounds above, these have a furan ring, fused or not.
cpd	Structure	FXIa mix inh	AP complement	CatB mixtures	FXIIa inh mix	CatL block
3	Clc1ccc(-c2nnc3sc(-c4ccc(Br)o4)nn23)c(Cl)c1	-2	5	-4	3	14
17	Cc1ccc(S(=O)(=O)N(Cc2ccccc2)Cc2ccco2)cc1	-1	3	0	-27	·
25	O=C1CC(c2ccco2)Cc2nc(N3CCN(Cc4ccc5c(c4)OCO5)CC3)ncc21 (centres undefined)	12	7	-1	-3	17
28	Cc1ccc(C)c(NS(=O)(=O)c2ccc(OCC(=O)NCc3ccco3)cc2)c1	2	-8	2	2	15

cpd	CatG inh	CatB inh	C1s inh	CatS block
3	7	-1	-9	-5
17	1	-4	4	10
25	1	2	0	4
28	7	0	10	1

Some of the entries so far, in transposed form:
#25 O=C1CC(c2ccco2)Cc2nc(N3CCN(Cc4ccc5c(c4)OCO5)CC3)ncc21 (centres undefined)
#19 O=C(c1csc2c1CCCCC2)N1CCN(c2ncccn2)CC1
compound no.	25	19
FXIa mix inh	12	-2
AP complement	7	7
CatB mixtures	-1	-4
FXIIa inh mix	-3	8
CatL block	17	-3
CatG inh	1	-3
CatB inh	2	1
C1s inh	0	-44
CatS block	4	-6

Next part:
cpd	Structure	FXIa mix inh	AP complement	CatB mixtures	FXIIa inh mix	CatL block
31	CC(C)(C)c1ccc(OCCn2ccccc2=O)cc1	7	-7	1	3	7
32	CCOC(=O)c1ccc(NC(=O)CSc2nnc(COc3ccccc3OC)n2C)cc1	-5	7	-4	5	-5
33	Cc1noc(C(=O)N2CCN(c3ccc(F)cc3)CC2)c1Cl	11	29	5	10	·
34	Cc1csc(SCC(=O)Nc2ccccn2)n1	12	6	3	2	8
35	CNC(=O)CN(C1CCCCC1)S(=O)(=O)c1ccc(OC)c(Cl)c1	5	10	-1	48*	-6
36	O=C(CSc1nc2ccccc2n1CC(=O)N1CCCC1)NCc1ccc2c(c1)OCO2	6	-1	-2	5	32
37	CCN(CC(=O)NC(=O)NCc1ccco1)Cc1nc2ccccc2c(=O)[nH]1	4	3	3	16	1
38	Cn1c(=O)c2c(nc(SCC(=O)NCC3CCCO3)n2C)n(C)c1=O (centres undefined)	7	12	7	6	-1
39	COc1ccc(CCNc2ncnc3c2oc2ccccc23)cc1OC	6	13	5	8	0
40	COc1c(Br)cc(Br)cc1C(=O)O	10	8	2	1	7
41	CCOC(=O)c1oc2cc(O)ccc2c(=O)c1-c1csc(C)n1	2	11	2	4	1
42	Cc1ccc(C2C3=C(CC(C)(C)CC3=O)Nc3[nH]c(=S)[nH]c(=O)c32)cc1 (centres undefined)	6	2	0	2	8
43	CCOC(=O)CC1=CSC2=NS(=O)(=O)CCN12	5	21	2	-5	-5
44	O=C(Nc1nccs1)c1ccc(CSc2nnnn2-c2ccccc2)cc1	3	2	-2	-13	7
45	CCn1c(SCCC#N)nnc1-c1ccncc1	9	2	6	-14	-1

cpd	CatG inh	CatB inh	C1s inh	CatS block
31	10	-1	-4	0
32	5	2	-8	-5
33	4	-2	-8	-11
34	14	2	12	1
35	-1	1	-1	10
36	3	-1	-4	9
37	0	-1	1	1
38	1	0	-1	1
39	12	3	12	10
40	11	6	14	-1
41	4	6	-3	0
42	1	3	-16	16
43	9	3	1	4
44	9	4	11	8
45	1	-5	2	14

Taken from above:
Reading of `CCOC(=O)c1ccc(NC(=O)CSc2nnc(COc3ccccc3OC)n2C)cc1` under FXIIa inh mix: 5
Reading of `Cc1ccc(C2C3=C(CC(C)(C)CC3=O)Nc3[nH]c(=S)[nH]c(=O)c32)cc1` (centres undefined) under CatG inh: 1
Reading of `CNC(=O)CN(C1CCCCC1)S(=O)(=O)c1ccc(OC)c(Cl)c1` under CatB mixtures: -1

Additional compounds:
cpd	Structure	FXIa mix inh	AP complement	CatB mixtures	FXIIa inh mix	CatL block
46	CC1=C(c2ccc(C)cc2)S(=O)(=O)N(CC(=O)O)C1=O	4	1	-1	-8	·
47	Cc1onc(-c2ccccc2Cl)c1C(=O)N1CCN=C1SCc1cccnc1	3	11	2	-15	11
48	C=CCNC(=O)c1cccc(Br)c1	-6	-8	3	-14	-2
49	COc1ccc(/C=N/n2cnnc2SCCO)cc1OC	-6	9	-6	1	·
50	CCOc1ccccc1NC(=O)C1CCN(c2ccc(S(=O)(=O)N3CCCC3)cc2)CC1	9	6	4	4	17
51	Cc1ccc(-n2c(SCC(=O)Nc3ccc4c(c3)OCO4)nnc2-c2cccs2)cc1	5	3	1	-21	-4
52	Nc1c(C(=O)NCCc2ccccc2)nnn1Cc1ccccc1	-6	-4	1	-1	-3
53	COc1ccc(Br)cc1C(=O)Nc1ccc(O)cc1	13	3	6	6	10
54	Cn1nc(C(=O)NCc2cccnc2)c2ccccc2c1=O	-2	20	-6	-1	-11
55	COc1ccccc1NC(=O)c1cn(C)c(=O)c2cc(OC)c(OC)cc12	8	16	6	3	3
56	O=C1NC(c2ccccc2)(C(F)(F)F)SC2=NCCCN12 (centres undefined)	-4	-13	7	10	12

cpd	CatG inh	CatB inh	C1s inh	CatS block
46	9	2	11	5
47	1	9	-41	9
48	-17	-1	-11	3
49	-11	-6	-38	-8
50	10	3	18	13
51	0	2	-12	28
52	3	0	29	12
53	9	5	14	13
54	-8	-3	-42	-15
55	0	-4	0	-1
56	-8	10	-19	10

Screening data: PubChem BioAssay, PCMD

This is a subset, so the mix of outcomes need not match the whole.
